CXCR6 inh: CXCR6 receptor inhibitors, primary screen, cell-based, beta-arrestin, luminescence, CHO-K1 PathHunter, 1536-well; C-X-C chemokine receptor type 6 (Homo sapiens), O00574; inhibition, % at 20 µM; hit rate 0.36% among 360,000; AID 602244, 2012; in the data active = inhibition above about 34%, passing the limit was not always enough;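 note: antagonist mode with CXCL16 agonist at 10 nM final; 0% = 10 nM CXCL16 with DMSO and 100% = unstimulated wells without agonist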
Target sequence (O00574 whole entry, looked up): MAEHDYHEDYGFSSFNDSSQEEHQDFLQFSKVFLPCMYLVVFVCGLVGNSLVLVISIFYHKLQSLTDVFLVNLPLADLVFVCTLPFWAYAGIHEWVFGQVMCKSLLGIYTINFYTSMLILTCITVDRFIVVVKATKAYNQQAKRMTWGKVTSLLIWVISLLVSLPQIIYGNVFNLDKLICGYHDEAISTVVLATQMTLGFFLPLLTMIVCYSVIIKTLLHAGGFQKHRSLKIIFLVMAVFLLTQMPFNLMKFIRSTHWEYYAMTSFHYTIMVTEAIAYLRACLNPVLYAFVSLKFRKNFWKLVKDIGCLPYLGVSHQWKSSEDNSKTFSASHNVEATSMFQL
* marks the source's active call; other numbers are inactive results. The list is partial. The share of hits here may be higher or lower than overall.

| smiles | CXCR6 inh |
| --- | --- |
| CCCCNC(=O)C(C#N)c1nc2ccccc2nc1N1CCN(Cc2ccc3c(c2)OCO3)CC1 (stereo unspecified) | 8 |
| Clc1cccc(Cc2c(-c3ccccc3)nc3ccc(Cl)cn23)c1 | 5 |
| Oc1cccc(-c2nnc(-c3cccc(O)c3)nn2)c1 | 27 |
| CCN(CC)CCCC(C)Nc1nccc2c(Cl)cccc12 (stereo unspecified) | 0 |
| COc1cnc(-c2cccc(C(F)(F)F)c2)c(NC(=O)c2cc3ccccc3s2)n1 | -2 |
| C=CS(=O)(=O)N(Cc1ccccc1)[C@H](CO)CC(C)C | -1 |
| CC1(C(=O)NS(=O)(=O)c2ccccc2)CCN1C(=O)c1cccc2ccccc12 (stereo unspecified) | 4 |
| CC(C)=C(c1ccc(Cl)cc1)c1c(N)ncnc1N | 5 |
| CCNC(=O)C1(C)CCCN1Cc1ccccc1Cl (stereo unspecified) | 10 |
| NC(=O)C1(N2CCCC2)CCN(Cc2ccccc2)CC1 | 0 |
| C#CCN(C[C@@H]1[C@@H](OC(=O)NCc2ccc(OC)c(OC)c2)[C@@H](OC(=O)NCc2ccc(OC)c(OC)c2)Cn2c(=O)ccc(=O)n21)S(=O)(=O)c1ccc(C)cc1 | -9 |
| O=[N+]([O-])c1cccc2nc3ccccc3c(NCCCn3ccnc3[N+](=O)[O-])c12 | -5 |
| Cc1ccc(NC(=O)CNC(=O)c2ccc(OC(F)F)cc2)cc1S(=O)(=O)N1CCCCCC1 | -5 |
| C[C@@H]1CCCCO[C@H](CN(C)S(=O)(=O)c2cccs2)[C@@H](C)CN([C@H](C)CO)C(=O)c2cc(NC(=O)Nc3ccc4c(c3)OCO4)ccc2O1 | -1 |
| O=C(NC(=S)Nc1c(Cl)cc(Cl)cc1Cl)c1ccccc1 | 22 |
| CCc1cccc(NC(=O)COC(=O)c2c(C)nn(-c3ccccc3)c2C)c1 | 2 |
| Cc1nc2c(OCCOc3ccc(F)cc3)cccn2c1N(C)C(=O)CCC1CCCC1 | 4 |
| COc1ccc(-c2cnc3c(NC(C)=O)cc(-c4cccc(NS(C)(=O)=O)c4)cn23)cc1OC | -6 |
| CN(C)Cc1csc(NC(=O)Nc2ccccc2-c2ccccc2)n1 | -6 |
| COc1ccccc1-c1cc(NC(C)=O)c2ncc(-c3cccc(C(C)=O)c3)n2c1 | 20 |
| COc1ccc(C(O)c2ncc(-c3cccc4ccccc34)[nH]2)cc1F (stereo unspecified) | 2 |
| COCc1c(C(=O)Nc2ccc(C)c(S(=O)(=O)N3CCOCC3)c2)oc2ccccc12 | -1 |
| CCOC(=O)C1=C[C@@H](CC)N(S(=O)(=O)c2ccccc2)[C@H]1c1ccccc1 | 6 |
| COc1ccccc1Cc1c(-c2ccccc2)nc2cc(C)c(Br)c(C)n12 | 9 |
| N#C/C(=C\c1ccc(O)c([N+](=O)[O-])c1)c1nc2ccccc2s1 | 34 |
| Cc1cc(NC(=O)C(Cl)Cl)cc2c1OCO2 | -4 |
| Cc1c(N2C(=O)/C(=C\c3ccc(N(C)C)cc3)N(C)C2=S)c(=O)n(-c2ccccc2)n1C | 30 |
| CC(C)(C)S(=O)N1Cc2cc(CO)cc(-c3ccccc3)c2[C@@H]1CCO (stereo partly specified) | -2 |
| CC(=O)N[C@@H](Cc1c[nH]c2ccccc12)C(=O)OCC(=O)Nc1ccc2c(c1)OCO2 | -11 |
| O=S1(=O)CC(N2CCN(Cc3ccccc3F)CC2)CN1Cc1cn(Cc2ccc(C(F)(F)F)cc2)nn1 (stereo unspecified) | 4 |
| COc1ccc([C@H]2N[C@]3(CCCN(Cc4ccc(C(F)(F)F)cc4)C3=O)[C@H]3C(=O)N(Cc4ccccc4)C(=O)[C@@H]23)cc1 | 9 |
| COc1cc(N(C(C)=O)c2ccc(O)c(C(=O)O)c2)c2ncccc2c1 | -11 |
| O=C(Cc1ccccc1)Nn1c(O)c(/C=C2\C=Nc3ccccc32)sc1=S | 6 |
| O=C1c2ccccc2-c2c1c1ccccc1c(=O)n2CCO | 16 |
| CCCC[C@@H]1Cc2[nH][nH]c(=O)c2[C@H](c2ccc3ccccc3c2)O1 | -6 |
| CC1(c2nc3ccccc3[nH]2)CCCC2=Nc3ccccc3CN21 (stereo unspecified) | -4 |
| O=C(/C=C/c1ccc(Br)cc1)N1CCN(c2cccc(C(F)(F)F)c2)CC1 | 3 |
| CCCCCCn1cc(CN(C)C2CN(Cc3cn(CCCCCC)nn3)S(=O)(=O)C2)nn1 (stereo unspecified) | -2 |
| COc1ccccc1-c1cc(C(F)(F)F)nc(S(=O)(=O)CCCC(=O)Nc2cccnc2Cl)n1 | 12 |
| Cc1cc2c(SCC(=O)Nc3ccccc3O)ncnc2s1 | 0 |
| N#Cc1ccc(-c2nc3ccc(Br)cn3c2Cc2ccccc2)cc1 | 17 |
| COC(=O)C[C@@H]1C[C@H]2c3cc(NC(=O)Nc4ccccc4F)ccc3O[C@H]2[C@H](CO)O1 | 14 |
| Cc1ccc(C2(CCNC(C)c3cccs3)CCOC(C(C)C)C2)cc1 (stereo unspecified) | 5 |
| O=C(NCc1ccccc1CN1CCCC1)c1ccc(S(=O)(=O)Nc2ccccc2)cc1 | 8 |
| c1ccc(CN(Cc2ccccc2)C(c2ccnc3ccccc23)c2nnnn2-c2ccc3c(c2)OCCO3)cc1 (stereo unspecified) | 6 |
| COc1ccc(N2CCN(CC(=O)Nc3ccc(C)cc3Br)CC2)cc1 | -3 |
| O=C(NCc1cccnc1)c1cc(C2CCCN(S(=O)(=O)c3cccs3)C2)on1 (stereo unspecified) | -11 |
| COc1ccc(S(=O)(=O)Nc2ccc3c(c2)C(=O)N([C@H](C)CO)C[C@H](C)[C@@H](CN(C)C(=O)Nc2ccc(F)cc2)OCCCC[C@H](C)O3)cc1 | -8 |
| O=c1[nH]c2ccccc2c2ccc(Cl)cc12 | -10 |
| CC(C)(C)S(=O)N1Cc2cn(Cc3ccccc3)c(=O)cc2[C@H]1CCO (stereo partly specified) | -1 |

An excerpt of these results, with the structure last:
CXCR6 inh	Structure
16	O=C1c2ccccc2-c2c1c1ccccc1c(=O)n2CCO
3	O=C(/C=C/c1ccc(Br)cc1)N1CCN(c2cccc(C(F)(F)F)c2)CC1

An excerpt from above in order of the CXCR6 inh value, high to low:
Molecule | CXCR6 inh
COc1ccccc1-c1cc(NC(C)=O)c2ncc(-c3cccc(C(C)=O)c3)n2c1 | 20
N#Cc1ccc(-c2nc3ccc(Br)cn3c2Cc2ccccc2)cc1 | 17
O=C(NCc1ccccc1CN1CCCC1)c1ccc(S(=O)(=O)Nc2ccccc2)cc1 | 8
CC(C)=C(c1ccc(Cl)cc1)c1c(N)ncnc1N | 5
CC1(C(=O)NS(=O)(=O)c2ccccc2)CCN1C(=O)c1cccc2ccccc12 (stereo unspecified) | 4
CC1(c2nc3ccccc3[nH]2)CCCC2=Nc3ccccc3CN21 (stereo unspecified) | -4
COc1ccc(S(=O)(=O)Nc2ccc3c(c2)C(=O)N([C@H](C)CO)C[C@H](C)[C@@H](CN(C)C(=O)Nc2ccc(F)cc2)OCCCC[C@H](C)O3)cc1 | -8

(more compounds)
| smiles | CXCR6 inh |
| --- | --- |
| COc1ccccc1CNC(=O)Nc1nc(C(N)CCc2ccccc2)cs1 (stereo unspecified) | -7 |
| COC(=O)/C(=C/c1cn(C(C)=O)c2ccccc12)[N+](=O)[O-] | -13 |
| COCCCN1C(=O)C(CC(=O)NC2CCCCC2)CC(C(=O)N(C(C)C)C(C)C)=C1C (stereo unspecified) | -1 |
| Cc1cccc(NC(=O)CCS(=O)(=O)c2ccc3nc(C)sc3c2)c1 | 1 |
| O=C(NC(c1ccc(Cl)cc1)c1ccsc1)C1CCN(Cc2cccc(C(F)(F)F)c2)CC1 (stereo unspecified) | 3 |
| COC(=O)[C@@]1(Cc2ccc(F)cc2)[C@H]2c3cc(C(=O)N4CCCC4)n(C[C@H](O)CO)c3C[C@H]2CN1C(=O)c1ccccc1 | 1 |
| OC(c1ccccc1)(c1ccccc1)c1nccn1-c1ccccc1 | 3 |
| COCCNc1ncnc2c1ncn2[C@H]1CN(Cc2ccccc2)C[C@@H](CO)O1 | -3 |
| Nc1ccn(C2OC(COP(=O)(O)O)C(O)C2O)c(=O)n1 (stereo unspecified) | 4 |
| CC(C)C[C@H]1CNC(=S)N1CC1CCCN1C[C@H](CC(C)C)N1C[C@H](Cc2ccc(O)cc2)N(CC2CCCCC2)C1=S (stereo partly specified) | 8 |
| CCCCCNC(=O)c1ccc(NC(=O)CC2SC(N3CCCC3)=NC2=O)cc1 (stereo unspecified) | -3 |
| NS(=O)(=O)c1cc(Br)c2c(c1)S(=O)(=O)NCN2 | 3 |
| Cc1ccc(C(=O)NNC(=O)c2ccc3ccccc3c2)cc1 | -2 |
| Cc1cc2nc(-c3ccc(F)cc3)c(Cc3cccc(Cl)c3)n2c(C)c1Br | 18 |
| O=C(COC(=O)c1ccc(O)cc1O)NC(=O)c1ccccc1 | -3 |
| COC(=O)N1CCCCC1c1cc(C(=O)NCc2ccc(F)cc2)no1 (stereo unspecified) | -3 |
| COc1ccc2c(c1)CCC1(C)CC(=O)C=C21 (stereo unspecified) | -9 |
| O=C(Nc1c(-c2ccccc2)[nH][nH]c1=O)c1ccco1 | -3 |
| CCc1nc2c(OCCn3cccc3)cccn2c1N(C=O)Cc1ccc(OC)cc1 | -1 |
| Clc1ccccc1Nc1nc(NCC2CC2)nc2ccsc12 | -5 |
| CCc1nc2c(OCC(=O)C(C)(C)C)cccn2c1N(C)C(=O)c1ccco1 | 1 |
| CN(CC(=O)O)Cc1oc(CO)cc(=O)c1O | -3 |
| CC(=O)c1cccc(-c2ccnc3c2CC(C(=O)NCCc2ccccc2)O3)c1 (stereo unspecified) | -9 |
| COc1cccc(S(=O)(=O)N(C)C[C@H]2Oc3cc(Br)ccc3S(=O)(=O)N([C@@H](C)CO)C[C@H]2C)c1 | 14 |
| O=C1[C@H]2[C@@H]3CCN1CCC[C@@H]2C=C[C@@H]3c1ccc(Br)cc1 | -7 |
| COc1ccccc1Cc1c(C2CCCCC2)nc2ccc(Cl)cn12 | 10 |
| CCC(=O)N1CCC1(C)C(=O)NS(=O)(=O)c1cccc(C#N)c1 (stereo unspecified) | -1 |
| Cc1cnc(C2OCCO2)c2cccc(N)c12 | -16 |
| CCOc1ccc(-n2c(=S)sc3c(=O)[nH]c(SCC(=O)NC4CCCCC4)nc32)cc1 | 0 |
| COc1ccccc1NC(=O)CN1CCN(CC(=O)Nc2ccccc2F)CC1 | 0 |
| NC(Cc1ccc(Cl)cc1)c1csc(Nc2ccc(C(=O)NCCCO)cn2)n1 (stereo unspecified) | -7 |
| COc1ccc(-c2ccc(C(=O)Nc3cc(OC)c(OC)c(OC)c3)c3occc23)c(C)c1 | -6 |
| CC1(Cc2cc(Cl)ccc2C(F)(F)F)C(=O)Nc2cc(-c3ccccc3Cl)ccc21 (stereo unspecified) | -4 |
| Cc1ccc(Cc2c(-c3cccc(Cl)c3)nc3ccc(Br)cn23)cc1 | 2 |
| COc1cccc(C(=O)NCCCc2ccccc2)c1OC | -4 |
| CCc1nc2c(OCCOc3ccccc3)cccn2c1N(C=O)Cc1ccc(OC)cc1 | 8 |
| O=[N+]([O-])c1ccc2c(c1)C(N1CCN(CCO)CC1)Cc1ccc(F)cc1S2 (stereo unspecified) | -4 |
| CSCCC(C(=O)Nc1c(C)cccc1C)N1CCN(C/C=C/c2ccccc2)CC1 (stereo unspecified) | 6 |
| Cc1cccnc1NS(=O)(=O)c1ccccc1 | 1 |
| O=C(NC1CCCCC1)c1ccc(-c2cn[nH]c2)c2ccoc12 | -4 |
| Cc1ccc(S(=O)(=O)Nc2ccccc2NS(=O)(=O)c2ccc(C)cc2)cc1 | -7 |
| COc1ccccc1C(=O)N1[C@@H](C(C)C)COc2cc(Br)ccc2S1(=O)=O | -2 |
| Cc1ccc(F)c(S(=O)(=O)NC(=O)C2(C)CCN2C(=O)Cc2ccccc2Cl)c1 (stereo unspecified) | -1 |
| C=C1C(=O)O[C@H]2[C@H]1[C@H](OC(=O)/C(C)=C\C)C[C@]1(CO1)[C@@H]1[C@H](OC(C)=O)C=C(C)[C@]21O | -11 |
| COc1ccc(S(=O)(=O)N2CCCCC2c2cc(C(=O)Nc3ccc(OC)cc3C)no2)cc1 (stereo unspecified) | 4 |
| Cc1ccc(O)c(C(=O)C=Cc2ccccc2)c1 | 2 |
| CC(C)(C)OC(=O)N1CCc2onc(-c3ccc(N)cc3)c2C1=O | -3 |
| COc1cc2ccccc2ccc1=NO | -2 |
| COC(=O)c1ccccc1NC(=O)CSc1nnc(CNS(=O)(=O)c2ccc(C)cc2)n1C | 4 |
| O=S1(=O)CC(N2CCCC2)CN1Cc1cn(Cc2cccc(C(F)(F)F)c2)nn1 (stereo unspecified) | -3 |

Remaining list, next part
| smiles | CXCR6 inh |
| --- | --- |
| Cc1nc2nc(C(F)(F)F)[nH]c2nc1C | -2 |
| O=S1(=O)CC(N2CCC(Cc3ccccc3)CC2)CN1Cc1ccccc1 (stereo unspecified) | -12 |
| C[C@@H]1CN([C@@H](C)CO)C(=O)CCCn2nncc2CO[C@@H]1CN(C)C(=O)C1CCCCC1 | 3 |
| Cc1cc(F)ccc1-c1cc(C(=O)NCc2cccc(C(F)(F)F)c2)[nH]n1 | -6 |
| CNN/C(N=Cc1ccc([N+](=O)[O-])s1)=N\S(=O)(=O)c1cc(C)c(Cl)cc1SCc1ccccc1 | -10 |
| NC(CSCc1ccccc1)C(=O)Nc1ccc([N+](=O)[O-])cc1 (stereo unspecified) | 2 |
| CC(C)(C)S(=O)(=O)N1C[C@H]2C(=CC[C@@H]3C(=O)N(c4ccccc4)C(=O)[C@@H]32)[C@H]1CCO | 0 |
| C[C@H](c1ccccc1)N1C[C@H](COCc2ccccc2)Oc2cc(N3CCC[C@H]3CO)ccc2S1(=O)=O | -4 |
| COc1ccc2c(=O)c3c(=O)n(CCc4ccccc4)c(C)nc3oc2c1 | -5 |
| CCC1(c2ccccc2)SC(=O)NC1=O (stereo unspecified) | -2 |
| CCCCN1C(=O)C(CC(=O)NCc2cccs2)CC(C(=O)N2CCCCCC2)=C1C (stereo unspecified) | 7 |
